Compound activity deposited in PubChem by National Center for Advancing Translational Sciences (NCATS).
Lipid storage S3: qHTS Assay for Lipid Storage Modulators in Drosophila S3 Cells; Drosophila S3 cells, BODIPY lipid droplet fluorescence, 18-24 h; cells fed with added oleic acid; Potency in µM for hits, for the others lipid storage change, negative = inhibition, % at the top dose, mostly 46.1 µM; hit rate 0.64% among 320,000; active = well fitted inhibition curve with a large enough effect in the signal ratio, with a control signal flat, not every such curve was filed as active; inconclusive = small, poorly fitted or top-dose-only effect, or effect the other way, or a change in a side signal; the % refers to the signal ratio
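Drosophila S3 cells loaded with oleic acid (400 uM, as added) and compounds at several concentrations; lipid droplets imaged by 488-nm laser-scanning cytometry, 500–530 nm intensity and object ratio to cell channel. Percent activity normalized to 20 uM Triacsin C.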
Lipid storage S3 cell count max: also measured in Lipid storage S3; calls as there; cell number change, %; measured here: cell count max response;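 cells counted by Cell Tracker Red CMTPX staining in the red channel; peak over a dose series mostly up to 46.1 µM; percent activity relative to internal control wells on each plate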
* marks the source's active call; other numbers are inactive results; i = inactive; u = inconclusive; x = not tested or not shown. % is scaled to controls: 0 for no effect and ±100 for the full control effect; potency is read from the fitted curve at half-maximal effect. The list is partial; the hit share may differ from the screen's.

SMILES | Lipid storage S3 | Lipid storage S3 cell count max
CCCC(=O)Nc1ccc2nc(SCC(=O)N3CCCC3)sc2c1 | i | x
COc1cccc(OCCn2c(C)c(/C=N/n3cnnc3)c3ccccc32)c1 | u | x
O=C(NCCc1cccnc1)c1cc(COc2ccc(F)cc2F)on1 | u | x
CCOC(=O)c1ccc(NC2Nc3cc(C)nn3S2)cc1 (stereo unspecified) | 4.9% | 5.4
CC1(C)Cc2ccccc2C(=NC(Cc2c[nH]c3ccccc23)C(=O)O)N1 (stereo unspecified) | u | x
COCCn1c(=NC(=O)c2cccs2)sc2cc(NC(C)=O)ccc21 | 0.1% | -3.6
Cc1ccccc1N(CC(=O)NC1CCCC1)C(=O)c1csnn1 | 0.8% | -1.9
CC1(C)Cc2c(cnn2-c2ccccc2)-c2c1c1ccccc1n2CC(O)CBr (stereo unspecified) | -5.3% | -12.7
Cc1cccc(NC(=O)C(C)Sc2nnc(-c3cccnc3)o2)c1 (stereo unspecified) | u | x
CC(C)CCNC(=O)c1onc(CSc2nc3ccccc3[nH]2)c1C(=O)NCCC(C)C | u | x
Cc1cc2cc(CCNS(=O)(=O)c3ccc(F)cc3)c(=O)[nH]c2cc1C | u | x
NS(=O)(=O)c1ccc(N/N=C/C=C/c2ccccc2[N+](=O)[O-])cc1 | u | x
O=C(Nc1ccc2c(c1)OCO2)c1ccc(NC2CC2)c([N+](=O)[O-])c1 | u | x
CC(Oc1ccc(Cl)cc1)c1ccnn1S(=O)(=O)c1ccc(Cl)cc1 (stereo unspecified) | i | x
COc1ccccc1-c1cc(C(=O)O)c2c(=O)n(C)c(=O)n(Cc3ccccc3)c2n1 | u | x
O=C(NCCC1=CCCCC1)C1CCC(CNc2c(N3CCCC3)c(=O)c2=O)CC1 (stereo unspecified) | 1.4% | 10.5
CCCOc1ccc(C(=O)NC(=S)NCc2cccnc2)cc1 | u | x
Cc1ccc(NC(=O)C(=O)NCC2OCCc3ccccc32)cc1 (stereo unspecified) | u | x
CCCc1c(C)c2cc(C)ccc2[nH]c1=O | u | x
CCOc1ccc(S(=O)(=O)Nc2nccs2)cc1 | -5.7% | 8.5
COc1ccc(NC(=O)N(CCc2ccccc2)Cc2cc3c(C)cc(C)cc3[nH]c2=O)cc1 | i | 24.5
CCc1ccc2[nH]c(=O)c(CN(CCCN3CCOCC3)C(=O)Nc3ccc(Cl)cc3)cc2c1 | u | x
COC(=O)C(CC(C)C)N1CCC(=O)c2ccccc2S1(=O)=O (stereo unspecified) | -1.6% | 3.0
O=C(NC1CCS(=O)(=O)C1)c1cccc(S(=O)(=O)N2CCCCC2)c1 (stereo unspecified) | u | x

Profiles, looked up by structure:
CCc1ccc2[nH]c(=O)c(CN(CCCN3CCOCC3)C(=O)Nc3ccc(Cl)cc3)cc2c1 reads Lipid storage S3: u; Lipid storage S3 cell count max: x
O=C(Nc1ccc2c(c1)OCO2)c1ccc(NC2CC2)c([N+](=O)[O-])c1 reads Lipid storage S3: u; Lipid storage S3 cell count max: x

Additional structures
SMILES | Lipid storage S3 | Lipid storage S3 cell count max
CCOc1ccc(S(=O)(=O)N2CCN(CC(O)COc3cccc([N+](=O)[O-])c3)CC2)cc1 (stereo unspecified) | u | x
COc1ccc(-c2noc(CCCC(=O)Nc3cccnc3)n2)cc1OC | 9.2% | 7.9
COc1ccccc1C1NC(=O)NC(C)=C1C(=O)OC1CCCC(C)C1 (stereo unspecified) | i | -23.3
C=CCNC(=S)NNC(=O)c1ccc(OCCC)cc1 | 2.9% | -13.2
COc1ccc(C(=O)NCCN2C(=O)S/C(=C\c3cccnc3)C2=O)cc1[N+](=O)[O-] | 3.6% | 2.1
CC1(C)Cc2nc3sc(C(=O)NCCCO)c(N)c3cc2CS1 | u | x
O=C(NCc1ccccn1)c1cc2ccccc2oc1=O | u | x
COC(=O)c1ccc(OC(=O)/C=C/c2ccco2)cc1 | u | x
O=C(CCS(=O)(=O)Cc1ccc(Cl)cc1)NCCCN1CCOCC1 | i | x
COCCCn1c(-c2cccc(Cl)c2)nc2c1c(=O)[nH]c(=O)n2Cc1ccccc1 | u | x
CCOC(=O)C1(Cc2ccccc2Cl)CCN(S(C)(=O)=O)CC1 | u | x
Clc1ccc(Cc2noc(Cc3ccccc3)n2)cc1Cl | u | x
NNC(=O)c1ccncc1 | -3.8% | -1.9
CC(C)(C)C(=O)NC(CC(=O)O)c1ccccc1 (stereo unspecified) | u | x
N#C/C(=C/c1cc(Cl)c(O)c(Cl)c1)C(=O)N1CCCCC1 | -9.2% | 10.2
O=C(NCCSc1ncc(-c2ccc(F)cc2)[nH]1)c1ccco1 | u | x
Cc1cc(C)c(/C=C(\C#N)S(=O)(=O)c2ccccc2)[nH]1 | 0.3% | -2.2
COc1nccnc1NS(=O)(=O)c1ccc(NS(=O)(=O)c2ccc(NC(C)=O)cc2)cc1 | u | x
CCOc1ccccc1CNS(=O)(=O)c1cc(-c2cc(C)no2)ccc1C | u | x
O=c1c2nccnc2[nH]c(=S)n1Cc1ccccc1 | 0.9% | 19.1
c1ccc(CCc2nc(-c3ccccn3)no2)cc1 | u | x
COC(=O)c1ccccc1S(=O)(=O)N1CCC(c2nc3ccccc3o2)CC1 | u | x
O=C(NC12CC3CC(CC(C3)C1)C2)N1CCC(O)(c2ccc3c(c2)OCO3)CC1 | i | 12.2
Cc1ccc(NS(=O)(=O)c2cccc(C(=O)NCCCn3ccnc3)c2)cc1 | u | x
Cc1c(/C=N/O)c2ccccn2c1C(=O)c1ccc(F)cc1 | 16.6% | 11.5
COc1ccc(C2=CC(c3ccco3)n3ncnc3N2)cc1 (stereo unspecified) | u | x
CC(C)c1nnc(NC(=O)CCC(=O)N2CCN(C3c4ccccc4-c4ccccc43)CC2)s1 | 0.0% | 2.1
Cc1ccc(S(=O)(=O)Cn2nnnc2CN2CCN(Cc3ccc4c(c3)OCO4)CC2)cc1 | u | x
COC(=O)C1C(=O)CC(C)(O)C(C(=O)OC)C1c1ccccc1F (stereo unspecified) | 23.7% | 17.5
COC(=O)C1(C)NC(c2ccc(O)cc2)C2C(=O)N(c3ccc4c(c3)OCCO4)C(=O)C21 (stereo unspecified) | u | x
CCn1c(SCC(=O)Nc2ccccc2C(=O)OC)nnc1-c1cccc(C)c1 | u | x
COc1ccccc1NC(=O)C(C)Nc1ccc(C)c(Cl)c1 (stereo unspecified) | 6.8% | 6.2
COCCNc1nc2ccccc2nc1NS(=O)(=O)c1ccc(C)cc1C | u | x
CCOCC(=O)OCC(=O)Nc1cc(OC)c([N+](=O)[O-])cc1C | -2.0% | -0.1
COc1ccc(CC(=O)Nc2cccc(-c3ccc4nnc(C)n4n3)c2)cc1 | 0.4% | 2.8
COc1ccc(CCNC(=O)C2CCN(S(=O)(=O)c3ccc(Cl)cc3)CC2)cc1OC | 8.6% | -3.4
CCOC(=O)N1CCN(C(=O)C2CC(c3ccc(F)cc3)=NO2)CC1 (stereo unspecified) | u | x
O=C(c1ccc(Cl)cc1)N1CCN(S(=O)(=O)/C=C/c2ccccc2)CC1 | u | x
CC(C)(C)C(=O)Nc1cc(C(F)(F)F)ccc1N1CCOCC1 | 0.1% | -17.1
N#Cc1cccc(S(=O)(=O)NCC(=O)OCC(=O)NCc2ccccc2)c1 | u | x
COc1ccc(CN(C(=O)c2snc(C(N)=O)c2N)C(C(=O)NC2CCCC2)c2ccc(OC)c(OC)c2)cc1 (stereo unspecified) | u | x
O=C(COC(=O)CCc1c[nH]c2ccccc12)NC1CCS(=O)(=O)C1 (stereo unspecified) | -10.5% | -17.9
Cc1ccc(S(=O)(=O)N(C)C)cc1NC(=O)c1n[nH]c(=O)c2ccccc12 | -8.7% | 7.6
NC(=S)C1COc2ccccc2O1 (stereo unspecified) | u | x
CCOC(=O)N1CCC(NC(=O)CCC(=O)N2CC(C)Oc3ccc(C)cc32)CC1 (stereo unspecified) | -15.9% | 10.2
CCN1CCN(CCCNC(=O)CCc2nc(-c3ccc(OC)cc3)no2)CC1 | -4.7% | 5.4
CS(=O)(=O)Nc1ccc(C(=O)Nc2ccccc2Cl)cc1 | u | x
CC(=O)Nc1cccc(C(=O)OCC(=O)c2ccc3c(c2)OCO3)c1 | u | x
COc1cc(/C=N/NC(=O)c2ccoc2C)ccc1OCCN1CCCCC1 | i | 7.9
COc1ccc2c(c1)N(C)/C(=C/c1cccc[n+]1C)S2 | u | x
CCS(=O)(=O)n1nc(-c2ccc(Cl)cc2)nc1SCc1ccccc1 | u | x
COc1ccc(NC(=O)c2cccc(F)c2)cc1Cl | u | x
Cc1cccc2cc3c(nc12)SC(=NCC1CCCO1)N(Cc1ccco1)C3 (stereo unspecified) | u | x
Oc1ccccc1N=Cc1c(O)ccc2ccccc12 | u | x
Cc1ccc(Cl)cc1NC(C#N)c1ccccc1 (stereo unspecified) | u | x
Cn1c(=O)c2ncn(CC(=O)N/N=C/c3ccco3)c2n(C)c1=O | 1.2% | 16.5
Cc1cc(NCc2ccc(F)cc2Cl)n2nnnc2n1 | 7.8% | 2.4
COc1ccc(OC)c(NC(=O)C2CCCN2C(=O)OCc2ccccc2)c1 (stereo unspecified) | i | x
O/N=C1/C2C3CC4C5C3C1C5C1(OCCO1)C42 (stereo unspecified) | 0.6% | -3.4
O=C1CSc2ccc(C(=O)NCCC3=CCCCC3)cc2N1 | u | x

Reprinted from the listing for reference:
SMILES | Lipid storage S3 | Lipid storage S3 cell count max
Oc1ccccc1N=Cc1c(O)ccc2ccccc12 | u | x
Cc1ccc(Cl)cc1NC(C#N)c1ccccc1 (stereo unspecified) | u | x

(list continues)
SMILES | Lipid storage S3 | Lipid storage S3 cell count max
c1ccc2c(c1)c1ccccc1n1c(-c3ccc4c(c3)OCO4)nnc21 | u | x
CCOc1ccc(CC(=O)N2CCN=C2SCc2ccc([N+](=O)[O-])cc2)cc1 | i | 13.0
CC(=O)c1ccc(NC(=O)/C(=C\c2cccs2)NC(=O)c2ccco2)cc1 | -8.8% | 17.0
Cc1ccc(C)c(C(C)NC(=S)NCc2ccc(F)cc2)c1 (stereo unspecified) | u | x
Cc1ccc2c(c1)C(=O)OC1(O)C3C4C=CC(C4)C3C(=O)N21 (stereo unspecified) | u | x
CCOc1ccc(N2C(=O)CN(C)C2=S)cc1 | 10.8% | 10.7
CN(C)/C=C/C(=O)c1cnc2n(c1=O)CCS2 | u | x
O=C(O)C1CC(c2ccc(F)cc2)=NO1 (stereo unspecified) | u | x
Cc1ccc(NC(=S)N2CCN(CCN3C(=O)c4cccc5cccc(c45)C3=O)CC2)cc1 | u | x
CCc1nnc(NC(=O)c2c(-c3ccccc3)noc2C)s1 | i | -5.1
NS(=O)(=O)c1ccc2nc(NC(=O)C3=COCCO3)sc2c1 | i | -4.9
O=C(NC1CCCC1)C1CCCN1C(=O)Nc1ccccc1Cl (stereo unspecified) | u | x

Reprinted from the part before: seven compounds, followed by the next part.
SMILES | Lipid storage S3 | Lipid storage S3 cell count max
CCOc1ccc(N2C(=O)CN(C)C2=S)cc1 | 10.8% | 10.7
CN(C)/C=C/C(=O)c1cnc2n(c1=O)CCS2 | u | x
O=C(O)C1CC(c2ccc(F)cc2)=NO1 (stereo unspecified) | u | x
Cc1ccc(NC(=S)N2CCN(CCN3C(=O)c4cccc5cccc(c45)C3=O)CC2)cc1 | u | x
CCc1nnc(NC(=O)c2c(-c3ccccc3)noc2C)s1 | i | -5.1
NS(=O)(=O)c1ccc2nc(NC(=O)C3=COCCO3)sc2c1 | i | -4.9
O=C(NC1CCCC1)C1CCCN1C(=O)Nc1ccccc1Cl (stereo unspecified) | u | x
CCOc1ccc(Cl)cc1S(=O)(=O)N1CCC(C(=O)NCc2ccncc2)CC1 | u | x
CC(=O)N1CCCc2cc(S(=O)(=O)Nc3ccc4c(c3)OCO4)ccc21 | i | x
O=C(Cn1c(=O)cnc2ccccc21)N1CCCc2ccccc21 | i | 8.7
N#Cc1c(N)nc(SCc2ccccc2)c(C#N)c1-c1ccco1 | u | x
CN1CCN(Cc2nc(Cc3cccc(F)c3)no2)CC1c1ccccc1 (stereo unspecified) | 25.6% | x
CCOc1ccc(NC(=O)CN(C)C(=O)CCCc2nc3ccccc3c(=O)[nH]2)cc1OCC | u | x
COC(=O)/C(=C/c1cn(C(C)=O)c2ccccc12)[N+](=O)[O-] | 27.5% | 19.1
COCCCNC(=O)CCc1nc(-c2ccccc2)no1 | i | 18.6
O=C(NN1CC(C(=O)OCc2ccc(Cl)cc2Cl)CC1=O)c1ccccc1 (stereo unspecified) | u | x
CCc1ccccc1NC(=O)CSc1nnc(CCNC(=O)OC(C)(C)C)o1 | u | x
Cn1c(=O)c2c(nc(CN3CCN(Cc4ccccc4)CC3)n2CCN2CCOCC2)n(C)c1=O | i | 10.8
O=C(O)CCC(=O)Nc1ccc(C(=O)N2CCCCC2)cc1 | u | x
CCC1Oc2ccccc2N(CC(=O)NCCCN2CCCCC2C)C1=O (stereo unspecified) | 7.6% | x
CCOc1ccc(NC(=O)[C@@H]2CCCN2C(=O)c2cccs2)cc1S(=O)(=O)N1CCOCC1 | u | x
Cc1cc(C)c(NC(=O)C(C)Sc2nnc(-c3ccco3)n2-c2ccccc2)c(C)c1 (stereo unspecified) | 8.5% | x
O=C(NCCc1ccc(F)cc1)c1coc(=O)c(Br)c1 | u | x
O=C(O)CCCC(=O)Nc1nc(-c2ccccc2)cs1 | 11.0% | 8.3
CCCCCCCCCC(=O)N/N=C/c1ccc(C)s1 | i | -9.0
CNC(=O)COc1ncnc2sc(C)c(C)c12 | i | x
